Assay outcomes: PubChem BioAssay, University of Kansas High Throughput Screening Laboratory
Pf apPOL inh: Pf-apPOL DNA polymerase inhibition | Recombinant Pf-apPOL, molecular beacon fluorescence, 1.5 h | inhibition, % at 10 µM | 0.25% of 210,000 active | AID 1794808
mHTT CaM bind: inhibitors of human mutant huntingtin-calmodulin interaction; AlphaScreen His-mHTT/GST-CaM binding, luminescence; P42858; 3.6% of 190,000 active; inhibition, % at 15 µM;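 further: 0% = both proteins with DMSO and 100% = one protein alone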
An asterisk follows results filed as active; · = no result given; & = joins results of further samples. No stated cut-off is given here; in the data, active means inhibition above about 50%; inactive means the rest.

SMILES,Pf apPOL inh,mHTT CaM bind
COc1cccc(C2CC(C(F)(F)F)n3ncc(C(=O)NC(C)C)c3N2)c1 (stereo not drawn),-2,-7
COc1ccc(NC(=O)CN2C(=O)NC3(CCC(C(C)(C)C)CC3)C2=O)cc1OC (stereo not drawn),3,20
O=C(NCc1ccco1)C(=O)NCC(c1cccs1)N1CCc2ccccc2C1 (stereo not drawn),-2,8
COc1cccc(-c2nc(C3CCN(S(=O)(=O)c4ccc(F)cc4)CC3)no2)c1,-8,0
COC(=O)COc1ccc2c(c1)OC(=Cc1cc(Cl)cc3c1OCOC3)C2=O,-8,-1
CC(=O)NS(=O)(=O)c1ccc2c(c1)C(=O)c1cc(S(=O)(=O)NC(C)=O)ccc1-2,-13,-4
COCc1c(C(=O)O)nnn1-c1cccc(C(F)(F)F)c1,-3,-11
Cc1ccc2[nH]c3c(c2c1)CCCC3NCc1ccc(Cl)cc1 (stereo not drawn),-4,73*
O=C1C2C3c4ccccc4C([N+](=O)[O-])(c4ccccc43)C2C(=O)N1c1nccs1 (stereo not drawn),-7,0
CCCNC(=O)c1c[nH]c2ccc(S(=O)(=O)N(C)c3ccc(Br)cc3)cc2c1=O,-6,39
O=C(c1ccccc1C(F)(F)F)N1CCc2nc(-c3ccccc3)ncc2C1,1,15
O=C(CNC(=O)c1ccccc1F)NCc1ccco1,-4,-2
Cc1cc(C2CCCN2Cc2cccc(F)c2F)on1 (stereo not drawn),0,-15
CSc1nnc2c(n1)OC(c1ccco1)N(C(C)=O)c1ccccc1-2 (stereo not drawn),1,-5
COc1ccc(-c2cc3nc(C)cc(=O)n3[nH]2)cc1OC,-1,-19
COc1ccc(N2CCN(C(=O)C3CCN(c4nnc(-c5ccccc5)o4)CC3)CC2)cc1,-2,7
CC1=C(C#N)C(c2ccc([N+](=O)[O-])cc2)C2=C(CC(c3ccc(Cl)cc3)CC2=O)N1 (stereo not drawn),1,24
CCOC(=O)c1oc2cc(OC(=O)c3ccccc3OC)ccc2c(=O)c1-c1ccccc1OC,3,6
O=C(O)c1nnn(Cc2ccccc2F)c1-c1cccnc1,5,-5
O=C(NCc1cccc(F)c1)c1ccc2c(c1)NC(=O)C1CCCCN21 (stereo not drawn),-3,-1

SMILES,Pf apPOL inh,mHTT CaM bind
CCOc1ccc(-c2cn(-c3cccc(Cl)c3)c(=O)[nH]2)cc1Cl,1,17
Cc1ccc(NS(=O)(=O)c2cc(-c3n[nH]c(=O)c4ccccc34)ccc2C)c(C)c1,-12,22
CCCCS(=O)(=O)N1CCC(c2nc3ccncc3n2C)C1 (stereo not drawn),-5,-1
COc1ccc(C(=O)NCC(C)CN(C)C)cc1OC (stereo not drawn),-3,0
CC(=O)N(CCC1(c2ccccc2)CCOC(C)(C)C1)Cc1ccccc1 (stereo not drawn),-2,28
O=C1Nc2ccc(Br)cc2/C1=C/c1ccc(Cl)cc1Cl,-6,52*
CCOC(=O)c1oc2ccc(S(=O)(=O)N3CCc4c(nc[nH]c4=O)C3)cc2c1C,-6,-1
CN1CCN(c2ccc(CNC(=O)c3ccc4c(c3)OCCO4)cc2)CC1,-3,·
CCC(=O)N1CCc2c(nc3cc(-c4ccccc4Cl)[nH]n3c2=O)C1,8,1
O=C(O)C1(N2CCOCC2)CCNCC1,·,-3
COc1ccc(NCn2nnc3ccccc32)c([N+](=O)[O-])c1,2,11
Cc1ccnc(N2CCC(C(=O)Nc3ccccc3C(F)(F)F)CC2)n1,-2,-10
O=c1oc(-c2cc([N+](=O)[O-])ccc2Cl)nc2ccc(Br)cc12,-4,0
Cc1ccc(NC(=O)N2CCCC(CCC(=O)NCc3ccccc3C)C2)cc1 (stereo not drawn),-3,3
COC(=O)c1c(C)nn(C)c1-c1snnc1C,-5,·
O=C(NCc1cccc(Cl)c1)C1=C2CCCN2c2ccc(F)cc2S1(=O)=O,-2,-6
COc1cc(NC(=O)CCC(=O)O)nc(OC)n1,6,0
Cc1cc2ncn(S(=O)(=O)c3cc([N+](=O)[O-])ccc3C)c2cc1C,-23,-5
O=C(c1ccc(S(=O)(=O)Cc2cccc(F)c2)c([N+](=O)[O-])c1)N1CCc2ccccc2C1,2,29
O=C(Nc1ccc(OC(F)(F)F)cc1)c1ncccn1,-13,-24

SMILES,Pf apPOL inh,mHTT CaM bind
Cc1ccc(-n2nc3c(c2NC(=O)COc2ccccc2)CSC3)cc1,-6,17
CCOC(=O)CCC(=O)N1CCN(CCn2cccn2)CC1,-5,-16
Cc1ccc(C)c(NC(=O)C2CCCN(c3cn[nH]c(=O)c3)C2)c1 (stereo not drawn),-1,-5
COc1ccccc1C(=O)Oc1ccc2c(c1)OC(=Cc1cccnc1)C2=O,-2,2
Cc1nnc(SCC(=O)Nc2ccccc2)c2ccccc12,-3,1
Cc1noc(-c2cccn2Cc2ccccc2)n1,2,-32
CCSc1nccc(C(F)(F)F)c1C(=O)NCc1ccc(Cl)cc1Cl,-3,·
O=c1/c(=C/c2cccc(Br)c2)sc2nc(-c3ccccc3)nn12,-2,-2
CCc1ccc(NC(=O)c2cc3c(CO)cnc(C)c3oc2=Nc2cc(OC)ccc2OC)cc1,-4,21
O=C1CCCN2N=C(SCC(=O)Nc3ccc(F)cc3F)SC2=N1,-8,2
Cc1ccccc1C(=O)Nc1cccc(NC(=O)c2ccc([N+](=O)[O-])o2)c1,1,9
Cc1cc(NC(=O)c2cc(C)oc2C)on1,4,·
Cc1cccc(-c2nc(C3CCN(S(=O)(=O)c4ccc(C)c(Cl)c4)CC3)no2)c1,-4,-3
CC(C)Oc1ccc(-c2nc3s/c(=C\c4ccccc4)c(=O)n3n2)cc1,3,2
CCc1cccc(N2C=C(C#N)S(=O)(=O)c3ccc(Cl)cc32)c1,-6,-3
CCN(CCCN1C(=O)c2ccccc2C1C(=O)NC1CCCCC1)c1cccc(C)c1 (stereo not drawn),-13,46
Cc1ccc(S(=O)(=O)NCCC(=O)N2CCCCC2)c(C)c1N(C)S(C)(=O)=O,-3,-2
COC(=O)C(Cc1ccc(O)cc1)NC(=O)c1ccc(OC)c(OC)c1 (stereo not drawn),-3,-4
COc1cccc2c(SCC(=O)NCCc3ccccc3)nccc12,-5,-9
Cc1ccc(NC(=O)N2CCCC2c2cc(C(C)C)on2)cc1Cl (stereo not drawn),-6,-9

A stretch of the results above:
SMILES,Pf apPOL inh,mHTT CaM bind
CCOC(=O)CCC(=O)N1CCN(CCn2cccn2)CC1,-5,-16
Cc1ccc(C)c(NC(=O)C2CCCN(c3cn[nH]c(=O)c3)C2)c1 (stereo not drawn),-1,-5
COc1ccccc1C(=O)Oc1ccc2c(c1)OC(=Cc1cccnc1)C2=O,-2,2
Cc1nnc(SCC(=O)Nc2ccccc2)c2ccccc12,-3,1
Cc1noc(-c2cccn2Cc2ccccc2)n1,2,-32

More compounds.
SMILES,Pf apPOL inh,mHTT CaM bind
CCN(CC)S(=O)(=O)c1cc(C(=O)Nc2ccc(C(=O)O)cc2)ccc1C,6,8
CCc1ccc(NC(=O)C(=O)NCC(C)O)cc1 (stereo not drawn),4,3
COC(=O)c1ccc(NC(=O)N2CCCC2c2cc(C(C)C)on2)cc1 (stereo not drawn),-3,-2
Cn1ncc([N+](=O)[O-])c1C(=O)n1nnc2ccccc21,-2,-9
CCN(CC)c1ccc(/C=c2\sc3nc(-c4cccs4)nn3c2=O)cc1,3,0
Cc1noc(C)c1S(=O)(=O)N1CCC(n2c(-c3cccs3)nc3cccnc32)C1 (stereo not drawn),-4,-2
COC(=O)c1cnc2nc(C)ccc2c1Nc1cccc(F)c1,-10,8
O=c1oc2ccccc2c(Oc2ccccc2)c1[N+](=O)[O-],1,19
O=C(c1ccnc(-c2cccs2)c1)N1CCN(c2ccccc2)CC1,-1,28
Cc1cc(NC(=O)c2cccnc2)sn1,-5,14
Cc1cc(C)nc(NS(=O)(=O)c2ccc(N=Cc3cc(Br)ccc3O)cc2)n1,-2,0
O=C(c1ccc(Br)cc1)N1CCN(Cc2noc3ccccc23)CC1,-1,3
CN(Cc1nc(-c2ccc(N3CCSCC3)nc2)no1)C1CCCCC1,-1,46
CC1C(c2ccccc2)OCCN1C(=O)CCC(=O)N1CCOC(c2ccccc2)C1C (stereo not drawn),-4,·
COC(=O)c1ccc(NCCC(=O)O)c([N+](=O)[O-])c1,-6,1
CN=C(NS(=O)(=O)c1cc(C)ccc1C)c1ccccc1,4,0
CCOC(=O)N1CCN(C(=O)Nc2ccccc2Cl)CC1,1,-2
CN(C)c1ccc(/C=C2/SC(=Nc3ccccc3)NC2=O)cc1[N+](=O)[O-],4,40
O=C(O)C=CC(=O)Nc1ccc(Oc2ccc(Cl)cc2)cc1,-22&-33,·
Nc1ncnc(NCCc2c[nH]c3ccccc23)c1[N+](=O)[O-],-4,12

Arranged by molar mass (rising): some entries from above.
SMILES,Pf apPOL inh,mHTT CaM bind
Cn1ncc([N+](=O)[O-])c1C(=O)n1nnc2ccccc21,-2,-9
O=c1oc2ccccc2c(Oc2ccccc2)c1[N+](=O)[O-],1,19
CN=C(NS(=O)(=O)c1cc(C)ccc1C)c1ccccc1,4,0
O=C(c1ccnc(-c2cccs2)c1)N1CCN(c2ccccc2)CC1,-1,28
COC(=O)c1ccc(NC(=O)N2CCCC2c2cc(C(C)C)on2)cc1 (stereo not drawn),-3,-2
CC1C(c2ccccc2)OCCN1C(=O)CCC(=O)N1CCOC(c2ccccc2)C1C (stereo not drawn),-4,·

Later entries.
SMILES,Pf apPOL inh,mHTT CaM bind
CCOc1ccc(/C=c2\sc3nc(-c4ccc(C)cc4)nn3c2=O)cc1OC,0,-4
O=C1C=C(Nc2ccc(Cl)cc2)CN1,-5,-5
Cc1ccc(C2=NN(CCC(=O)NCC3CCCO3)C(=O)CC2)cc1 (stereo not drawn),-12,-4
N#Cc1c(N)nc(SCc2ccccc2F)c(C#N)c1-c1cccs1,-3,2
Cc1ccccc1N1CCN(C(=O)Cc2ccccc2)C(C)C1=O (stereo not drawn),-3,-4
N#C/C(=C\Nc1ccccc1F)c1nc(-c2cc3cc(Br)ccc3oc2=O)cs1,6,2
CCC1CCCCN1C(=O)c1nn(-c2cc(OC)cc(OC)c2)c(=O)c2ccccc12 (stereo not drawn),3,24
Cc1ccc(CC(=O)N2CCC(COc3ccc(C(=O)NC(C)C)cc3)CC2)cc1,-3,0
COc1ccc(-c2cc3c(=O)n(CC(=O)Nc4ccc(C)c(F)c4)ccn3n2)cc1OC,5,-14
Cc1cccc(C(=O)N2[C@@H](C(C)C)COc3cc(Br)ccc3S2(=O)=O)c1,-3,-21
O=C(Nc1cccc(F)c1)N1CCN(Cc2nc3cccnc3n2-c2ccc(F)cc2)CC1,-2,15
O=C(O)c1ccc(NC(CS(=O)(=O)Cc2ccccc2Cl)C(=O)O)c([N+](=O)[O-])c1 (stereo not drawn),-9,4
CN(C)CCCN1C(=O)C(O)=C(C(=O)c2cccs2)C1c1ccco1 (stereo not drawn),·,0
CCC(=O)Nc1c2c(nn1-c1cccc(C)c1C)CS(=O)(=O)C2,-6,-1
N#Cc1ccc(-c2cccnc2)nc1SCC(=O)c1ccc(Br)cc1,7,-6
COC(=O)c1ccccc1NC(=O)C1CC(=O)N(c2ccc(OC)cc2)C1 (stereo not drawn),-1,4
COc1ccc(C)cc1S(=O)(=O)NCCOC12CC3CC(CC(C3)C1)C2,-1,-1
